D3 ag = D3 dopamine receptor (human) agonism | D3R DiscoveRx beta-arrestin cells, luminescence, 90 min | 410,000 tested, 0.58% active | P35462 | max activation, %; in the data active = max activation above about 30%; note: 0% is about no effect; mostly tested at two doses, the higher about 12 µM
Target sequence (P35462 whole entry, looked up): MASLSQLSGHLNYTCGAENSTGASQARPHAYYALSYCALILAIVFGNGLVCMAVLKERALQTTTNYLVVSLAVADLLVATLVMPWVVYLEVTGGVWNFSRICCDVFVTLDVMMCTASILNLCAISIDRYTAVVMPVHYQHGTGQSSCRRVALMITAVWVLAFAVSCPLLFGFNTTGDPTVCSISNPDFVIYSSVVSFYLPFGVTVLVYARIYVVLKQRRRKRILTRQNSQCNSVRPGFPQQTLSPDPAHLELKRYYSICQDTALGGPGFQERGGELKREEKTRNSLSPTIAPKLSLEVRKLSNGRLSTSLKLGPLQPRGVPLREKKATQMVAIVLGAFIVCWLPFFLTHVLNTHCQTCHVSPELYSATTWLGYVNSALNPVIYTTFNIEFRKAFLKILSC
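Cells at 1500/well, incubated overnight, then treated with pinned compounds (dopamine as control) for 90 min at 37 degrees C. DiscoveRx reagent added for 30 - 60 minutes at room temperature; luminescence read.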
KB-V1 MDR tox = kills drug-selected multidrug resistant KB-V1 cells | KB-V1 MDR cells viability, CellTiter-Glo, 72 h | Potency, µM (titrated, usually from 46.1 µM), inactives show top-dose activity change, negative = cytotoxicity, actives largely listed as cytotoxic | 400,000 tested, 3.4% active; note: potency is the fitted concentration of half-maximal effect; % is set by controls: 0 for no effect and ±100 for the full control effect; nearly all actives have a fitted effect of over 60% in size
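Cells of the MDR subline KB-V1 are plated, dosed with compound at multiple concentrations, and incubated 72 h at 37 degrees C; CellTiter-Glo is then added and luminescence read after 10 min.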
MCF10A rerep = inducers of DNA re-replication in MCF 10A breast cells; MCF 10A DNA re-replication, Hoechst nuclear intensity, 48 h; AID 624296; 350,000 tested, 2.9% active; Potency, µM (doses to about 46.1 µM), inactives show at the highest dose activity, positive = re-replication, usual class: activators; note: potency is the fitted concentration of half-maximal effect; % of control where 0% means no effect; nearly all actives have a fitted effect of over 50% in size
SW480 rerep = inducers of DNA re-replication in SW480 colon cancer cells; SW480 DNA re-replication, Hoechst DNA content imaging, 48 h; Potency, µM (titrated, usually from 46.1 µM), for inactives: top-dose re-replication activation, hits mostly activators; 340,000 tested, 1.8% active; note: potency is the fitted concentration of half-maximal effect; % of control where 0% means no effect; nearly all actives have a fitted effect of over 55% in size
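DNA re-replication was detected as more nuclei of elevated Hoechst intensity after 48 hr exposure to compound (23 nL pinned per well of 250 cells).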
HT1080 IDH1KD tx = kills HT-1080 cells with IDH1 knockdown; HT-1080 IDH1 knockdown viability, ATP luminescence, 48 h; Potency, µM (series often up to 46.1 µM), for the others: at the top dose activity, negative = toxicity, usual class: cytotoxic; 360,000 tested, 2% active; AID 686971;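 note: potency is the fitted concentration of half-maximal effect; 0% = DMSO wells and -100% = cell-free medium wells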
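% activity derives from luminescence (CellTiter-Glo), normalised to DMSO and no-cell wells. HT-1080-IDH1KD cells, 750/well, had 48 h compound exposure at 37 °C.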
IL1B secr inh = inhibitors of inflammasome signaling (IL-1 beta secretion); THP-1 LPS/ATP IL-1B secretion, AlphaLISA, 16 h; active compounds read low; activity change, % at 57.5 µM; 360,000 tested, 4.7% active; AID 743279; in the data active = activity change below about -50%; inconclusive = mostly about -30% to -49%; note: % is set by controls: 0 for no effect and ±100 for the full control effect
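Secreted IL-1B measured by AlphaLISA bead assay after 16 h compound exposure of THP-1 cells; compounds (final up to 57.5 uM) added 1 h before LPS (250 ng/mL) and ATP (1.25 mM) stimulation; lower signal means less secretion.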
HEK293 tox = cytotoxicity in counter-screen for GLP-1R inverse agonists; HEK293 cAMP-luciferase reporter cells, luminescence, 24 h; Potency, µM (doses to about 38.3 µM), for inactives: top-dose activity change, negative = inhibition, actives largely listed as inhibitors; 410,000 tested, 0.13% active; AID 624418;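 note: loss of luciferase light is scored as toxicity; potency is the fitted concentration of half-maximal effect; % is set by controls: 0 for no effect and ±100 for the full control effect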
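Here, cytotoxicity is scored as loss of luminescence. The MLSMR collection was tested on cells seeded in medium containing 10% Nu serum, with a 24 hr compound exposure preceded by 12 hours of culture.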
KB-3-1 cytotox = kills parental KB-3-1 adenocarcinoma cells | Potency, µM (highest dose often 46.1 µM), for inactives: top-dose activity change, negative = cytotoxic, actives largely listed as cytotoxic | AID 1347075 | 400,000 tested, 1.4% active | KB-3-1 viability, CellTiter-Glo ATP luminescence, 72 h; note: potency is the fitted concentration of half-maximal effect; % is set by controls: 0 for no effect and ±100 for the full control effect; nearly all actives have a fitted effect of over 60% in size
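Viability of parental KB-3-1 cells, measured by CellTiter-Glo luminescence, followed a 72 h incubation at 37 °C with pinned compounds in phenol-red-free DMEM containing 10% FBS.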
HT1080-NT tox = kills 2HG-producing HT-1080-NT fibrosarcoma cells; 360,000 tested, 1.6% active; Potency, µM (highest dose often 46.1 µM), for the others: top-dose activity, negative = less viability, hits mostly cytotoxic; HT-1080-NT fibrosarcoma viability, CellTiter-Glo ATP luminescence, 48 h;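 note: NT is the 2HG producing partner of a matched IDH1 knockdown line; potency is the fitted concentration of half-maximal effect; 0% = DMSO-treated cells and -100% = media-only wells without cells; nearly all actives have a fitted effect of over 55% in size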
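Compounds were tested in concentration-response format on HT-1080-NT cells for 48 hours at 37 degrees C. Cell viability came from CellTiter-Glo luminescence; curves were classified by r2, response magnitude and activity.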
The depositor's hits bear a star; ? = inconclusive; · = no result given; & = joins results of further samples; [ ] = dose if it differs, or a comment. Unless noted, calls come from the whole dose curve; as a rule, active = well fitted curve in the direction sought with a large enough effect; inconclusive = small, poorly fitted or top-dose-only effect, or another doubt; inactive = no such curve, though single readings can be large; an effect the other way counts as inactive or inconclusive.

SMILES	D3 ag	KB-V1 MDR tox	MCF10A rerep	SW480 rerep	HT1080 IDH1KD tx	IL1B secr inh	HEK293 tox	KB-3-1 cytotox	HT1080-NT tox
CC(C)C(=O)N1CCCC1(C)C(=O)Nc1ccc(F)cc1 (stereo unspecified)	28	14%	·	·	27%	-16	-4%	0%	14%
CCOC(=O)Nc1ccc2c(c1)Cc1cc([N+](=O)[O-])ccc1-2	1	8%	3%	-1%	5%	-9	11%	0%	6%
O=C(NCCCN1CCC(Cc2ccccc2)CC1)C1CCN(S(=O)(=O)N2CCC3(CC2)OCCO3)CC1	-5	2%	10%	7%	-1%	-6	-7%	-4%	0%
O=S(=O)(Cc1ccccc1Cl)N1CCN(Cc2ccc3c(c2)OCO3)CC1	-2	?	?	0%	-9%	18	2%	23%	-2%
Cc1ccccc1NS(=O)(=O)c1cccc(C(=O)Nc2cccc(C(=O)O)c2)c1	-4	1%	4%	-35%[inhibitor]	8%	0	-2%	19%	1%
COc1ccc(-c2c(C)c3ccc(O)c(CN4CCN(CCO)CC4)c3oc2=O)cc1OC	4	4%	·	·	·	·	254%[activator]	-7%	·
CC(=O)c1c(C)[nH]c(C(=O)COC(=O)c2ccc3c(=O)n4c(nc3c2)CCC4)c1C	2	5%	2%	·	0%	2	1%	6%	0%
COc1cccc(NC(=O)[C@H](CC(C)C)NC(=O)[C@@H]2Cc3ccccc3CN2)c1	-11	5%	1%	-8%	-26%	-1	-16%	3%	?
Cc1cc2nnc(SCC(=O)Nc3ccc(F)c(Cl)c3)n2c2ccccc12	4	4%	·	·	·	·	-13%	-4%	·
CCOc1ccc(C(=O)Nc2ccc(-c3cc4ccccc4oc3=O)cc2)cc1Br	-2	15%	·	·	·	·	2%	20%	·
O=S(=O)(/N=C(/Nc1ccc(F)c(F)c1F)c1ccccc1)c1ccccc1	-4	?	?	-1%	6%	0	1%[1.53 µM]	17%	4%
CC(=O)c1c(C)[nH]c(C(=O)COc2cc(C)cc(C)c2)c1C	-10	2.6µM*	21%	1%	?	-10	2%	-24%	0%
Cc1nc(CCNC(=O)CC2C(=O)NCCN2Cc2ccccc2)nc2c1CCC2 (stereo unspecified)	4	2%	9%	-3%	-9%	-9	0%	18%	-3%
CN(C(=O)COc1ccccc1C(=O)NCc1ccccc1)C1CCS(=O)(=O)C1 (stereo unspecified)	8	14%	4%	-1%	-4%	-7	1%	1%	2%
Cc1cc(NC(=O)c2ccccc2)sc1C	-1	?	-13%	1%[9.22 µM]	?	-11	6%	?	?
CSCCC(c1nnnn1Cc1ccccc1)N1CCN(C/C=C/c2ccccc2)CC1 (stereo unspecified)	-15	-8%	·	·	?	?	0%	-11%	?
CC(C)(C)NS(=O)(=O)c1ccc(NC(=O)C2CCCO2)cc1 (stereo unspecified)	-13	8%	-4%	-4%	-18%	13	8%	-3%	1%
COc1ccc(CN2CCNC(=O)C2CC(=O)N(C)Cc2ccon2)c(F)c1 (stereo unspecified)	1	·	-4%	-3%	5%	-2	-1%	·	-8%
O=C(O)c1ccc(C(=O)Nc2ccc(F)cc2)cc1	12	11%	7%	-16%	1%	11	-16%	5%	-4%
Nc1nc(SCc2ccccc2)ns1	-3	18%	10%	-1%	2%	7	-10%	1%	7%
Nc1cc2nsnc2cc1Br	-25	7%	?	18µM*	?	-4	71%[activator]	7%	-18%
O=C(O)CN1C(=O)/C(=C\c2cc(Br)ccc2OCc2ccccc2F)SC1=S	11	12%	18µM*	-22%	8%	23	?	2%	11%
O=C(CN1C(=O)COc2ccccc21)NCCCN1CCCCC1	-2	18%	2%	-1%	7%	17	6%	6%	-1%
O=[N+]([O-])c1ccc(OCc2cn([C@@H](CO)c3ccccc3)nn2)c(Br)c1	2	-1%	13%	-33%[inhibitor]	-3%	-25	4%	-1%	-12%
COc1ccc(N(CC(C)C)S(=O)(=O)c2nnc(NC(=O)CC(C)C)s2)cc1	2	18%	0%	-2%	0%	11	-10%	5%	-4%

Part of the list above in a different format.
SMILES | D3 ag | KB-V1 MDR tox | MCF10A rerep | SW480 rerep | HT1080 IDH1KD tx | IL1B secr inh | HEK293 tox | KB-3-1 cytotox | HT1080-NT tox
CC(C)C(=O)N1CCCC1(C)C(=O)Nc1ccc(F)cc1 (stereo unspecified) | 28 | 14% | · | · | 27% | -16 | -4% | 0% | 14%
CCOC(=O)Nc1ccc2c(c1)Cc1cc([N+](=O)[O-])ccc1-2 | 1 | 8% | 3% | -1% | 5% | -9 | 11% | 0% | 6%

Next section.
SMILES	D3 ag	KB-V1 MDR tox	MCF10A rerep	SW480 rerep	HT1080 IDH1KD tx	IL1B secr inh	HEK293 tox	KB-3-1 cytotox	HT1080-NT tox
O=C(CN1C(=O)c2ccc([N+](=O)[O-])cc2C1=O)NCCC1=CCCCC1	-7	?	1%	-3%	12%	15	2%	24%	13%
COc1ccc(NC(=O)C(c2ccc(OC)cc2)N(C)C(=O)CNC(C)=O)cc1 (stereo unspecified)	0	?	-3%	-4%	6%	14	1%	0%	7%
CCOc1ccccc1CN1CCN(CCCn2cccn2)CC1CCO (stereo unspecified)	1	-2%	2%	-73%[inhibitor]	2%	12	?	-2%	4%
COc1ccccc1NC(=O)c1ccc(NC(=O)COC(=O)c2ccc(O)cc2)cc1	7	1%	-3%	-24%	1%	0	6%	-24%	-1%
COc1ccccc1N1CCN(C(=O)c2cc3c(=O)oc4ccccc4c3s2)CC1	-8	0%	·	·	·	·	-6%	-4%	·
CCOC(=O)c1[nH]c(=S)n(-c2ccccc2)c1C(=O)OCC	-5	0%	·	·	0%	6	2%	-2%	6%
Cc1cccc(C)c1N(CC(=O)N1CCCC1)S(C)(=O)=O	3	0%	?	-5%	13%	6	-1%	?	16%
CCN(CC(=O)NCc1ccc(Cl)cc1)C(=O)/C=C/c1ccc(Cl)c([N+](=O)[O-])c1	-25	0%	-3%	12%	-6%	0	5%	-13%	-2%
Cc1ccc2c(CC(=O)NC3CCCc4ccccc43)coc2c1 (stereo unspecified)	-2	0%	19%	?	-18%	-14	80%[activator]	0%	-22%
CC1CCN(S(=O)(=O)c2ccc([N+](=O)[O-])cc2)CC1	0	17%	-1%	-4%	6%	0	4%	-5%	0%
O=C(O)c1ccc([N+](=O)[O-])cc1-c1cc([N+](=O)[O-])ccc1C(=O)O	-1	20%	0%	-11%	7%	21	2%	8%	-1%
COC(=O)Nc1ccc(S(=O)(=O)N2CCCC(C(=O)NC3CCCCC3)C2)cc1 (stereo unspecified)	0	?	6%	6%	2%	1	-5%	20%	11%
CCOc1ccccc1CNn1cnnc1SCC(=O)NC(C)(C)C	-1	-10%	·	·	4%	-3	0%	0%	4%
COc1cccc(N(C(=O)c2cccs2)c2nc3ccccc3s2)c1	-3	-8%	?	1%	8%	-20	-4%	-7%	17%
COc1ccc(N2CCN(C(C)C(=O)N3CC(C)OC(C)C3)CC2)cc1 (stereo unspecified)	-13	-9%	4%	3%	5%	-14	-1%	1%	16%
O=C(NCc1ccccn1)c1cc(-c2ccc(Cl)cc2)oc1C(F)(F)F	0	?	-4%	-20%	-3%	-21	-1%	-3%	-2%
COC(=O)c1sccc1NC(=O)c1cccs1	-2	3%	14%	-13%	2%	11	-6%	4%	-2%
COc1cc(-c2nnn(CC(=O)NC3CCS(=O)(=O)C3)n2)ccc1OCc1ccccc1 (stereo unspecified)	-6	-7%	15%	0%	1%	?	-13%	-5%	-4%
Cc1ccc(S(=O)(=O)NC2CC(C)(C)N(O)C(C)(C)C2)cc1	-2	?	1%	3%	1%	19	-8%	-3%	9%
C[C@@H]1CN(C2CCN(Cc3nc(CC4CC4)no3)CC2)C[C@H](C)O1	7	0%	7%	-17%	6%	3	2%	4%	19%
C=C1C(=O)O[C@@H]2[C@H]1[C@@H](OC(=O)/C(C)=C/C)C/C(C)=C\C(=O)/C=C(\C)[C@@H]2O	-35	?	19%	?	?	-102*	-9%	2.9µM*	?
CCn1c(COc2ccc3c(c2)OCO3)nnc1SCC(=O)O	7	2%	0%	-6%	7%[9.24 µM]	10	-1%	7%	10%
N=C1C(c2ccccc2)=C(O)CN1c1ccccc1N1CCOCC1	-1	-2%	1%	-1%	2%	32	-4%	-5%	21%
COc1cc(NC(=O)CCCSc2nc(-c3ccco3)cc(C(F)(F)F)n2)cc(OC)c1OC	2&6	-4%&10%	?	2%	-17%	-7	-8%&-8%	-10%&-3%	-16%
CCc1c(C)sc2c1CCN(C(=O)Nc1ccccc1C(F)(F)F)C2c1ccccc1 (stereo unspecified)	-14	0%	·	·	·	·	7%	-3%	·
More compounds
SMILES	D3 ag	KB-V1 MDR tox	MCF10A rerep	SW480 rerep	HT1080 IDH1KD tx	IL1B secr inh	HEK293 tox	KB-3-1 cytotox	HT1080-NT tox
CCNS(=O)(=O)c1ccc(CCC(=O)NCc2ccncc2)cc1	2	25%	-1%	-5%	14%	-1	11%	-17%	6%
CN(C1CCCCC1)S(=O)(=O)c1ccc(Cl)c(C(=O)O)c1	0	-5%	-9%	1%	24%	1	-15%	-3%	17%
C=C1CCC(OC(C)=O)C2(C)CCC3C(C)C(=O)OC3C12O (stereo unspecified)	1	7%	3%	-2%	3%	-8	8%	0%	-2%
CSc1nc2[nH]c3c(c2c2nnnn12)CCCC3	-10	?	2%	-5%	-1%	-1	10%	-20%	-10%
O=C(NNS(=O)(=O)c1ccccc1)C1CCCCC1	5	-12%	-1%	6%	11%	12	9%	-6%	10%
COCC(CN1CCN(C2=NS(=O)(=O)c3ccccc32)CC1)OC(=O)c1ccccc1 (stereo unspecified)	-10	0%	-1%	-17%	9%	-1	4%	0%	9%

Some entries already given with just KB-V1 MDR tox.
| structure | KB-V1 MDR tox |
| --- | --- |
| CSc1nc2[nH]c3c(c2c2nnnn12)CCCC3 | ? |
| COCC(CN1CCN(C2=NS(=O)(=O)c3ccccc32)CC1)OC(=O)c1ccccc1 (stereo unspecified) | 0% |
| CCNS(=O)(=O)c1ccc(CCC(=O)NCc2ccncc2)cc1 | 25% |

Bioassay records: PubChem, National Center for Advancing Translational Sciences (NCATS)
